# KDM4E inh – JMJD2E (human) inhibition | JMJD2E catalytic domain, FDH-coupled NADH fluorescence (FDH is formaldehyde dehydrogenase) | AID 2147 | B2RXH2 | actives 1.6% (n = 230,000) | Potency, µM (titrated, usually from 57.1 µM), for inactives: at the top dose activity change, negative = inhibition, usual class: inhibitors; active means well fitted inhibition curve with a large enough effect, not every such curve was filed as active; inconclusive means small, poorly fitted or top-dose-only effect, or another doubt; inactive means no such curve, though single readings can be large or run the other way;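 further: 0% = wells with enzyme and -100% = buffer wells without enzyme; nearly all actives have a fitted effect of over 50% in size; many of its hits are not listed in these tables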
# Target sequence (B2RXH2 1-337 limits assumed): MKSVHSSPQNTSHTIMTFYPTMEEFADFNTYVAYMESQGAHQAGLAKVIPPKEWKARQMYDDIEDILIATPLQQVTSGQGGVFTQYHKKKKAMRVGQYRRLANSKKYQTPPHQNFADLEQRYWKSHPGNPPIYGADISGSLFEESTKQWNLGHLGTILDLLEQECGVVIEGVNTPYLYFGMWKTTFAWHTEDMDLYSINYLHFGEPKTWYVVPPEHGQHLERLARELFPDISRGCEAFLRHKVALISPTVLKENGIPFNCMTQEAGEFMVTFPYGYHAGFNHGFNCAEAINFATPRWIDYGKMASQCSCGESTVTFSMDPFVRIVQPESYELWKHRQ
# GAA inhib – alpha-glucosidase (human) inhibition; purified human GAA, 4-MU-alpha-glucoside fluorescence; Potency, µM (doses to about 76.9 µM), inactives show at the top dose activity change, negative = inhibition, usual class: inhibitors; actives 0.005% (n = 200,000); P10253;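 further: plate controls were uninhibited enzyme wells for no effect and no-enzyme background for full effect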
#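 Human enzyme at 4 nM with 400 uM 4-methylumbelliferyl-alpha-D-pyranoside, citrate/phosphate buffer pH 5.0, 0.005% Tween-20, 20 min at room temperature. Compounds up to 77 uM. 4-MU fluorescence (Ex 365/Em 440) read after NaOH/glycine stop; AC50 from Hill fit.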
# GAA glycogen mod – GAA glycogen-cleavage inhibition or activation; P10253; recombinant GAA, glycogen substrate, Amplex Red glucose oxidase fluorescence; Potency, µM (doses to about 76.4 µM), for the others: at the top dose activity change, negative = inhibition, hits mostly inhibitors; actives 0.38% (n = 300,000); AID 2100;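 further: 0% = full enzyme reaction and -100% = no-enzyme basal signal; the screen sought inhibitors and activators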
#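 Recombinant human enzyme (4 nM); glycogen substrate; 37 C, 40 min, pH 5.0. Readout: coupled glucose oxidase/Amplex Red fluorescence.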
# RGS12 GoLoco inh – inhibitors of human Gai1-RGS12 GoLoco interaction (red fluorophore); Gai1:RGS12 GoLoco peptide FP, rhodamine, 10 min; Potency, µM (series often up to 61.6 µM), inactives show at the top dose activity, negative = inhibition, hits mostly inhibitors; AID 880; P63096; actives 0.44% (n = 230,000); active means well fitted inhibition curve with a large enough effect, not every such curve was filed as active; inactive means no such curve, though single readings can be large or run the other way; further: on the % scale 0 is the no-effect control and ±100 the full control effect; nearly all actives have a fitted effect of over 30% in size; many of its hits are not listed in these tables
# GLA spleen mod – alpha-galactosidase A (human) modulation; Potency, µM (series often up to 80 µM), for inactives: top-dose activity change, negative = inhibition, hits mostly inhibitors; human spleen homogenate, 4MU-alpha-Gal fluorescence, 40 min; P06280; actives 0.008% (n = 240,000);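 further: 0% = enzyme with vehicle and -100% = no enzyme basal signal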
#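 qHTS titration in buffer at pH 5.0. Alpha-galactosidase activity in spleen homogenate was measured via 4-methylumbelliferone release from 1 mM fluorogenic substrate after 40 min at 37C and a pH 10 stop. AC50 came from Hill fits of control-normalized data.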
# SMN2 splice up – increases expression of the SMN2 splice variant. HEK293 SMN2-luciferase splicing reporter, luminescence, 30-36 h. Potency, µM (doses to about 46.1 µM), without a hit: top-dose activity change, positive = activation, actives largely listed as activators. actives 2.8% (n = 210,000). AID 1458; further: % of control where 0% means no effect; nearly all actives have a fitted effect of over 55% in size
#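 qHTS luciferase splicing reporter: luminescence rises when SMN2 exon 7 is included in transfected HEK293 cells. Compound exposure lasted 30-36 h at 37C, with 4.5 mM final sodium butyrate as control, followed by a ONE-Glo read.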
# ALDH1A1 block – ALDH1A1 (human) enzyme inhibition; P00352; Purified ALDH1A1, NADH fluorescence, propionaldehyde substrate; Potency, µM (highest dose often 75.3 µM), for inactives: at the top dose activity, negative = inhibition, actives largely listed as inhibitors; actives 7.3% (n = 220,000); AID 1030; active means well fitted inhibition curve with a large enough effect, not every such curve was filed as active; inconclusive means small, poorly fitted or top-dose-only effect, or another doubt; inactive means no such curve, though single readings can be large or run the other way;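 further: plate controls were no enzyme wells and a reference inhibitor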
# Target sequence (P00352 whole entry, looked up): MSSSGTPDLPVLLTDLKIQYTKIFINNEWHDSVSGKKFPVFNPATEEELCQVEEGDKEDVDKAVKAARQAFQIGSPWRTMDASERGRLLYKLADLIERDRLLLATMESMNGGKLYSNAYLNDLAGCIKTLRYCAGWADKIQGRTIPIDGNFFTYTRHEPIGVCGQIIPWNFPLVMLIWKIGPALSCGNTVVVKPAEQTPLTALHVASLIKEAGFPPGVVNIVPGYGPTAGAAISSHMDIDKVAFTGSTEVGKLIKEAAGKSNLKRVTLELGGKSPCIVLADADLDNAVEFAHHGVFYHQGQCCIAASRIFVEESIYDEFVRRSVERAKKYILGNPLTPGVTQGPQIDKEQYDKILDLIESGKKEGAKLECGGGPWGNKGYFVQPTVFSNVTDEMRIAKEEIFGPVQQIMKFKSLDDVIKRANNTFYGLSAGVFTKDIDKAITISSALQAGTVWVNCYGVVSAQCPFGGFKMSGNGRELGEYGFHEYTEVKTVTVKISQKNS
# GAA spleen mod – lysosomal alpha-glucosidase (human) modulation; P10253; human spleen homogenate, 4-MU-alpha-glucoside fluorescence; actives 0.006% (n = 240,000); Potency, µM (series often up to 79.9 µM), inactives show at the top dose activity change, negative = inhibition, usual class: inhibitors;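 further: 0% = enzyme with vehicle and -100% = no enzyme basal signal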
#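 Human spleen homogenate (1 ug) incubated with compounds and 1 mM 4-methylumbelliferyl-alpha-D-glucopyranoside in pH 5.0 citrate/phosphate buffer, 37 C, 40 min. Stopped at pH 10; 4-MU fluorescence (Ex 365/Em 440 nm); AC50 by Hill fit.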
# Active calls of the source: *; ? = inconclusive; / = not tested or not shown; & = joins results of further samples; [ ] = another dose, or the depositor's remark. Unless noted, the call rests on the fitted dose curve; in most records, active means well fitted curve in the direction sought with a large enough effect; inconclusive means small, poorly fitted or top-dose-only effect, or another doubt; inactive means no such curve, though single readings can be large; an effect the other way counts as inactive or inconclusive. Potency means the concentration at half of the fitted maximal effect.
SMILES,KDM4E inh,GAA inhib,GAA glycogen mod,RGS12 GoLoco inh,GLA spleen mod,SMN2 splice up,ALDH1A1 block,GAA spleen mod
CCCNC(=O)c1cc2cc([N+](=O)[O-])ccc2s1,0.3%,-1.0%,-3.3%,-7.0%,1.9%,-13.0%,6.0%,6.5%
O=[N+]([O-])c1ccc(NC(=S)N2CCN(c3ccc(F)cc3)CC2)cc1,12.6%,-0.7%,-4.7%,7.2%,-15.7%,-16.5%,4.2%,-6.2%
CCOc1ccc2[nH]cc(C(=O)O)c(=O)c2c1,-10.6%,1.3%,3.9%,0.1%,-1.2%,0.6%,4.5%,-6.5%
COc1ccccc1CNC(=O)COC(=O)c1cc(C)oc1C,18.9%,5.0%,3.5%,1.8%,1.5%,/,12.1%,0.8%
COc1cc(C(=O)Nc2sc(C(=O)N3CCOCC3)c(C)c2C#N)cc(OC)c1OC,-10.2%,-3.5%,1.2%,1.9%,-0.1%,?,-4.7%,-4.4%
CSCCC1NC(=O)N(CC(=O)N2N=C(c3ccc(Cl)cc3)CC2c2ccco2)C1=O (stereo not given),-4.0%,-7.0%,4.2%,1.1%,-10.1%,?,-2.2%,-2.5%
COc1ccc2[nH]c3c(=O)n(CCN4CCOCC4)cnc3c2c1,?,/,-5.0%,-0.4%,-1.5%,/,/,-10.5%
Cc1c(CCC(=O)O)c(=O)oc2c(C)c(OCc3cc4c(cc3Cl)OCO4)ccc12,?,/,3.1%,11.4%,3.0%,/,/,0.4%
CCOc1cc(-c2c(C)c(C)nc(N)c2C#N)ccc1O,?,-5.7%,-11.6%,-2.5%,-6.4%,-1.8%,1.8%,-5.5%
CC(C)OC(=O)CSc1nc(N)c(C#N)c(-c2ccco2)c1C#N,?,-6.7%,7.6%,15.9%,8.8%,-20.5%,?,3.4%
CN(C)CCCN=Cc1c(-c2ccccc2)[nH]n(-c2nc3ccccc3s2)c1=O,-10.6%,-3.3%,11.2%,10.7%,-7.3%,/,?,0.6%
O=C(CN(C1CCCCC1)S(=O)(=O)c1ccc(Cl)cc1)NCc1cccnc1,-1.4%,1.0%,3.4%,2.2%,-1.0%,8.0%,?,0.2%
CC#CCCCC(=O)Nc1cc(OC)nc(OC)n1,5.1%,-7.3%,1.3%,-3.1%,9.8%,-1.9%,2.8%,-1.4%
Cc1cc(C)c2c(=O)n(CC(=O)NC3CCCC3)sc2n1,?,/,7.7%,3.55µM*,3.4%,/,/,-1.2%
O=C1SC(c2ccccc2)=N/C1=C/c1ccco1,5.8%,-3.0%,-5.2%,-1.0%,-10.8%,-3.1%,-10.1%,-10.5%
O=C(c1ccc(F)cc1F)N(Cc1ccccn1)Cc1ccco1,-4.7%,-5.0%,5.0%,1.5%,-8.6%,-19.3%,?,2.3%
CN(C)c1ncnc2ccc(-c3cccc(C#N)c3)cc12,/,/,/,-6.6%,-6.2%,/,31.6µM*,19.0%
Nc1nc(-c2ccccc2)c(-c2ccccc2)s1,-8.0%,7.6%,-11.2%,6.7%,5.3%,10.6%,?,-10.1%
CC(=O)c1ccc(NC(=O)CO/N=C(\C)c2cccs2)cc1,8.1%,5.4%,-4.2%,-6.1%,11.8%,-8.4%,-17.8%,-6.6%
Cc1ccc(S(=O)(=O)NC(C)(C)CSc2nnc(N)s2)cc1,1.1%,2.4%,1.4%,10.5%,-0.3%,-18.2%,?,-5.6%
COc1cccc(OC)c1C(=O)NC1C(=O)N2C1SC(C)(C)C2C(=O)O (stereo not given),-5.9%,/,/,327.1%[activator],-23.5%,-10.1%,-10.9%,-19.1%
COc1cc(/C=N/NC(=S)Nc2cccnc2)cc(OC)c1O,?,-4.6%,?,4.1%,-4.8%,1.5%,-4.1%,-10.2%
Cn1c(-c2cccc(Br)c2)cnc1NCc1cccnc1,?,-10.8%,?,-12.2%,0.7%,2.0%,11.2µM*,-1.7%
O=C(NNS(=O)(=O)c1ccccc1)c1cccs1,3.5%,-2.8%,-12.3%,-1.4%,-4.9%,-7.4%[1.84 µM],5.0%,-2.6%
O=C(Nc1cccc(F)c1)c1ccc(S(=O)(=O)N2CCCC2)cc1,1.1%,-17.9%,-7.0%,6.5%,-5.6%,-24.0%,?,-5.2%
SMILES,KDM4E inh,GAA inhib,GAA glycogen mod,RGS12 GoLoco inh,GLA spleen mod,SMN2 splice up,ALDH1A1 block,GAA spleen mod
Cc1ccccc1OCCSc1nnc(-c2cccnc2)n1N,4.2%,-1.2%,-1.4%,8.9%,7.8%,-6.9%,-9.2%,7.4%
CCOC(=O)CS(=O)(=O)c1nc(-c2ccc(F)cc2)cc(C(F)(F)F)n1,?,-7.7%,5.9%,-5.2%,8.2%,24.9%,?,8.3%
CCOC(=O)c1c(C)[nH]c(C(=O)COC(=O)C23CC4CC(CC(Cl)(C4)C2)C3)c1C,-5.5%,-3.8%,-40.1%,1.4%,5.5%,22.0%,15.0%,4.8%
CCC(C)c1ccc(OCC(=O)Nc2ccc3[nH]c(=O)[nH]c3c2)cc1 (stereo not given),6.7%,-3.2%,-4.4%,0.1%,-6.1%,8.3%,2.8%,-9.7%
NC(=O)NCc1cccnc1,10.2%,/,7.6%,6.1%,-3.4%,/,16.2%,-2.7%
O=C(Cc1ccc(Cl)cc1)Nc1cccc(S(=O)(=O)Nc2ccccc2F)c1,2.5%,-6.2%,-12.1%,-4.8%,-15.8%,2.6%[1.84 µM],4.3%,-28.4%
Cc1nc(CS(=O)(=O)c2ccccn2)sc1C(=O)NNC(=O)c1ccc(Cl)cc1,0.1%,/,8.2%,5.5%,2.3%,/,/,-1.2%
O=C(c1ccc(F)cc1)N(NC(=O)C(O)(c1ccccc1)c1ccccc1)c1ccccc1,-0.9%,1.5%,-4.9%,-2.6%,1.5%,-21.5%,-18.9%,-1.1%
Cc1cc(NC(=O)Cc2ccccc2)no1,-2.2%,-1.7%,9.3%,0.7%,-5.1%,-22.4%,13.0%,-1.1%
O=C(CN1C(=O)CSC1=O)Nc1ccc(N2CCOCC2)cc1,2.5%,-5.4%,1.1%,-7.0%,2.0%,4.2%,?,-16.8%
CCOC(=O)c1c(N)sn(-c2ccccc2C)c1=S,-17.9%,-0.3%,-5.0%,-14.1%,-2.8%,-7.3%,3.55µM*,0.1%
Cc1ccc(S(=O)(=O)N/N=C/c2ccc(O)c(O)c2)cc1[N+](=O)[O-],28.2µM*,-3.3%,?,-11.2%,1.4%,-3.3%,?,2.6%
O=S(=O)(c1cccs1)N1CCN(c2ccccn2)CC1,?,-17.4%,6.9%,-1.9%,21.9%,-25.2%,-2.6%,6.7%
Cc1cc(C(=O)Nc2ncn[nH]2)ccc1[N+](=O)[O-],-3.9%,-0.3%,2.0%,0.2%,-5.9%,2.2%,7.7%,-4.1%
Cc1cc(N2CCOCC2)nc2ccc(NC(=O)CCC(=O)N3CCC(C)CC3)cc12,-3.2%,-3.1%,7.5%,/,2.2%,/,-2.5%,3.4%
Cn1c(C(=O)OC(C(=O)NC2CCCCC2)c2ccccn2)cc2sccc21 (stereo not given),6.1%,-5.0%,-10.0%,-2.6%,-11.3%,?,-10.6%,-8.4%
CCOc1nc(NC(=O)NS(=O)(=O)Oc2ccccc2Cl)nc(-c2ccccc2)n1,-0.4%,-0.5%,-17.6%[76.3 µM],-1.6%,-2.9%,7.7%&10.5%,-2.2%,-2.0%
CN1CCN(c2ncc3nc(-c4cccs4)c(=O)n(Cc4ccc(F)cc4)c3n2)CC1,/,/,/,15.3%,?,/,-12.7%,-9.3%
COC(=O)C(C(=O)N1CCN(C)CC1)C1CCCCCC1 (stereo not given),-2.2%,-10.4%,4.4%,7.7%,4.1%,-1.8%,-4.5%,3.9%
Cc1nn(CC2CC2)c(=O)n1-c1ccc(Cl)cc1,-2.9%,-10.1%,3.1%,10.8%,2.0%,11.3%,15.5%,2.9%
O=C1C(=O)N(Cc2ccc(Cl)c(Cl)c2)c2ccccc21,1.7%,/,/,11.5%,1.3%,/,0.0501µM*,14.6%
Nc1ccc(Oc2ccc3nc(-c4ccccc4)c(-c4ccccc4)nc3c2)cc1,11.8%,3.1%,-6.1%,6.5%,17.4%,-11.8%,?,-11.3%
COc1ccc(N2CCN(C(=O)c3ccc(C)cc3Cl)CC2)cc1,4.9%,-1.4%,0.6%,-2.1%,-0.5%,-27.8%,-3.6%,-0.9%
Cc1cc(/C([O-])=C(/C(=S)Nc2ccccc2)[n+]2ccccc2)c(C)n1-c1ccccc1,-5.7%,-5.4%,-14.4%,29.0%,1.6%,-0.4%,?,-2.6%
Cc1ccc(C)c(N2CCN(C(=O)C3CCN(c4nnc(N5CCCC5=O)s4)CC3)CC2)c1,5.9%,-6.5%[15.4 µM],-2.6%,28.2%,-14.6%,-47.7%[inhibitor],?,-0.3%
SMILES,KDM4E inh,GAA inhib,GAA glycogen mod,RGS12 GoLoco inh,GLA spleen mod,SMN2 splice up,ALDH1A1 block,GAA spleen mod
CCn1ccnc1CN1CCc2c([nH]c3ccccc23)C1C1CCCCC1 (stereo not given),28.2µM*,-1.0%,-17.4%,26.0%,2.5%,-14.0%,-13.2%,-3.1%
Cn1c2c(c(=O)[nH]c1=O)C(c1cccc(O)c1)C1=C(N2)c2ccccc2C1=O (stereo not given),?,-5.0%,4.1%,12.6%,0.7%,-74.4%[inhibitor],-0.9%,2.2%
CCCc1cc(C(=O)NCCc2ccccc2)no1,-2.4%,-8.0%,-8.0%,-6.0%,-16.5%,12.6µM*,-12.0%,-6.7%
C/C(=N\O)c1ccc(Cl)cc1Cl,6.6%,1.0%,-2.0%,2.2%,1.8%,/,4.4%,-3.0%
CCNC(=O)/C(=C/c1ccc2c(c1)OCO2)NC(=O)c1ccc(Br)cc1,-0.3%,-4.2%,13.3%,2.7%,6.5%,-3.2%,?,9.7%
Oc1ccc(/C=N/NC(=S)NCCN2CCOCC2)c(O)c1,35.5µM*,-3.9%,-13.6%,-6.9%,4.2%,6.7%,-3.3%,-6.8%
CC(C)Oc1cccc(-c2nnc(SCC(=O)Nc3ccc4c(c3)OCCO4)n2N)c1,-8.2%,10.9%,0.9%,-4.8%,3.9%,-11.9%,12.6µM*,-4.8%
O=C(Nc1ccc2c(c1)OCO2)N1CCC(CO)(CC2CCCCO2)CC1 (stereo not given),-3.2%,-0.9%,4.8%,10.4%,-1.9%,/,-10.3%,2.5%

# Screening data from PubChem BioAssay.

# The list is partial (hit frequency here may not be typical).
